# Assay outcomes as filed in PubChem.
# APP 5UTR inh = inhibitors of APP translation via 5'UTR reporter, primary screen, APP 5'UTR luciferase, SH-SY5Y cells | SH-SY5Y APP 5'UTR-luciferase reporter, luminescence | inhibition, % at 2 µM | 0.82% of 190,000 active;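 active = inhibition above a set limit, derived from the sample mean plus 3 SD, cut at about 45% in these data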; also: values of inactives mirror those of a sister screen read the other way
# STAT1 activator = STAT1 signaling activators, primary screen, cell-based, HTS, luciferase reporter; NIH 3T3 STAT1-luciferase reporter, IFN-gamma, luminescence; 100% = IFN-gamma alone, no compound; activation (% of control), % at 5.5 µM; 2.6% of 200,000 active;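 active = activation above the screen-wide mean activation plus 3 SD, cut at about 130% in these data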;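 also: raw ratio to IFN-gamma control signal so 100% means no change and 0% no light; values of inactives mirror those of a sister screen read the other way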
# FLuc stim CS = FLuc activators, initial screening, artefact control for FLuc-dependent activation tests, biochemical, ATPlite luminescence | ATPlite luciferase biochemical, 10 min; 0 = ATP-free wells, 1 = DMSO control | 200,000 tested, under 10 active | AID 1027, 2008 | activation factor at 10 µM | Luciferin 4-monooxygenase (Photinus pyralis), P08659;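 active = luciferase activation factor, scaled between plate controls, of at least 2 with compound at 10 µM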
#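 System: luciferase plus luciferin reagent, cell-free; medium: PBS as buffer for the ATP substrate; dosing: test compounds dosed from 2 mM stocks in 100% DMSO; timing: 10 min post-reagent at room temperature; measured by: luminescence measurement of luciferase light output; evaluation: luciferase activation, seen as luminescence increase over controls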
# TLR4 MyD88 comp = inhibitors of TLR4-MyD88 association in cells, primary screen, cell-based, HeLa CL3-4, BLA complementation, FRET ratio | 0.18% of 200,000 active | inhibition, % at 8.4 µM | HeLa CL3-4 TLR4/MyD88 BLA complementation | Toll-like receptor 4 (Homo sapiens) + Myeloid differentiation primary response protein …; in the data active = inhibition above about 25%;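 also: 0% = vehicle and 100% = reference inhibitor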
# Diaphorase inh = diaphorase inhibitors and chemical oxidizers, primary screen, counter-screen for diaphorase-coupled primary assays, biochemical, uHTS, resorufin fluorescence; diaphorase resazurin-to-resorufin fluorescence, NADH, 16 min; bacterial (C. kluyveri) enzyme, not human; inhibition, % at 20 µM; 0.69% of 190,000 active; AID 1217, 2008;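 active = primary screen inhibition at 20 µM above a set limit, cut at about 50% in these data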;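 also: plate controls were DMSO with full reaction for no effect and wells lacking NADH for full effect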
#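 Detection: fluorescence of resorufin formed from resazurin, Ex 544/Em 590 nm; test system: Clostridium kluyveri diaphorase enzyme; amount: 0.14 U/mL diaphorase, enzyme working solution; times: 16-min room-temperature incubation before reading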
# FLuc inhib CS = firefly luciferase enzyme inhibitors, primary screen, artefact control for luciferase-based inhibitor screens, biochemical, luminescence, ATPLite; 1.5% of 200,000 active; 10 min; Luciferin 4-monooxygenase (Photinus pyralis), P08659; AID 1006, 2008; inhibition, % at 10 µM;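 active = inhibition above about 50% when tested at 10 µM, limit read from the data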
# APP 5'UTR act = activators of APP 5'UTR luciferase reporter, primary screen, SH-SY5Y cells | SH-SY5Y APP 5'UTR luciferase reporter, luminescence; zero percent = DMSO vehicle wells | activation, % at 2 µM | 1% of 190,000 active | AID 1276, 2008;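 active = activation above a set limit, based on mean plus 3 SD of controls, cut at about 140% in these data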; also: values of inactives mirror those of a sister screen read the other way
# Diaph act CS = compounds boosting diaphorase resazurin reduction – biochemical, uHTS, resorufin fluorescence, counter-screen for diaphorase-coupled primary assays, primary screen; Diaphorase/resazurin coupled assay, 16 min; stronger effect = higher value; 1 = vehicle wells, 0 = NADH-free wells; 0.005% of 190,000 active; activation factor at 20 µM;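 active = diaphorase activity raised at least twofold by the compound at 20 µM; inactive = activation factor below 2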
#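 Test system: Clostridium kluyveri diaphorase, purified enzyme. Buffer or medium: 50 mM HEPES pH 7.4 buffer plus MgCl2 and Tween 20. Also added: 0.114 mM NADH and 0.1 mM resazurin, final amounts. Dosing: compound 20 µM once, DMSO 1%. Schedule: 16 min enzyme reaction, ambient temperature. Detection: fluorescence of resorufin, 544 nm excitation, 590 nm emission.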
# NF-kB expr up = activators of NF-kB expression in neurons, primary screen, cell-based, HTS; human neuronal cells, NF-kB reporter expression; stronger effect = higher value; fold change at 12.5 µM; 1.6% of 190,000 active; in the data active = fold change above about 3.3
# G6PDH CS = L. mesenteroides G6PDH inhibitors, counter-screen for G6PDH-coupled screening assays, biochemical, Leuconostoc mesenteroides enzyme | Purified L. mesenteroides G6PDH, diaphorase/resazurin coupled fluorescence, 45 min | glucose-6-phosphate dehydrogenase [Leuconostoc mesenteroides] | 0.12% of 200,000 active | inhibition, % at 5 µM; in the data active = inhibition above about 50%
# The depositor's hits bear a star; nt = no result given.
SMILES,APP 5UTR inh,STAT1 activator,FLuc stim CS,TLR4 MyD88 comp,Diaphorase inh,FLuc inhib CS,APP 5'UTR act,Diaph act CS,NF-kB expr up,G6PDH CS
COC(=O)c1[nH]c2ccc(C)cc2c1NC(=O)CN1CCN(C(=O)c2ccccc2)CC1,8,101,1,-12,12,-3,-8,0.9,0.42,-45
CC(C)c1ccccc1NC(=S)NCc1ccccc1F,16,98,1,-2,21,-2,-16,0.8,1.2,-16
CCc1cccc2c(C(=O)Cn3nnc(-c4ccc(OC)c(OC)c4)n3)c[nH]c12,-9,98,1,-2,10,-1,9,0.9,0.64,12
CC(=O)N1C2CCCCC2S[C@H]2CCCCC21 (some centres undefined),-5,101,1.1,2,14,-6,5,0.9,0.97,1
Clc1ccc(CSc2nnc(CN3CCOCC3)n2-c2ccccc2)cc1Cl,0,94,1,26*,14,-4,0,0.9,0.84,2
O=C(O)CCc1c(C(=O)O)[nH]c2ccccc12,-9,101,1,11,-8,-1,9,1.1,0.97,0
CCOc1ccccc1OCCn1nnc2ccccc21,-2,113,1,-3,14,-1,2,0.9,1,1
O=C1CC[C@@H](CN(Cc2ccccn2)Cc2nc(Cc3cccc(C(F)(F)F)c3)no2)N1,-4,104,1,-1,-16,1,4,1.2,1.2,14
CCOc1cc(C(=O)Nc2nnc(C)s2)cc(OCC)c1OCC,26,102,1,0,14,0,-26,0.9,0.88,0
COc1cc(CCC(=O)Nc2ccc(C)c(S(=O)(=O)N(C)C)c2)cc(OC)c1OC,-8,93,1,-2,7,-4,8,0.9,0.66,-4
Cc1ccc(NC(=O)CC2=NC(=O)C(CC(=O)Nc3ccccc3F)S2)cc1 (centres undefined),-12,116,1,9,4,-5,12,1,1.1,1
CCCCCCOc1ccc(/C(N)=N/O)cc1,-78,161*,0.9,-1,19,8,78,0.8,6.8*,3
C/C(=N\NC(=O)COc1ccccc1-c1ccccc1)c1ccccn1,62*,93,1,-15,7,1,-62,0.9,0.37,11
Cc1ccc(C(=O)N2CCN(c3ccccc3F)CC2)cc1S(=O)(=O)N1CCOCC1,-9,102,1,-5,12,-4,9,0.9,1,2
CCOC(=O)N1CCC(Nc2c(NCCCN3CCN(C4CCCCC4)CC3)c(=O)c2=O)CC1,16,102,1,-16,4,-3,-16,1,0.97,4
CC(=O)N1N=C(c2ccc(C)o2)CC1c1ccc(Br)cc1 (centres undefined),-33,124,1,4,7,-4,33,0.9,2.3,4
Cc1cc(C)c(C#N)c(SCc2ccc(F)cc2)n1,-11,98,1,-12,15,-4,11,0.9,1,11
Cc1cnc(CN2CCc3c([nH]c4ccccc34)C2CC(C)C)[nH]1 (centres undefined),0,95,1,8,7,2,0,0.9,0.93,10
O=C1CS/C(=N/N=C/c2ccc(OS(=O)(=O)c3ccccc3)cc2)N1,-9,103,1,-9,8,0,9,0.9,1.1,-4
COc1ccc([N+](=O)[O-])cc1-n1cccc1,-5,96,1.1,-24,10,-6,5,0.9,1.1,0

# Next section, starting with the last five of the part before.
SMILES,APP 5UTR inh,STAT1 activator,FLuc stim CS,TLR4 MyD88 comp,Diaphorase inh,FLuc inhib CS,APP 5'UTR act,Diaph act CS,NF-kB expr up,G6PDH CS
CC(=O)N1N=C(c2ccc(C)o2)CC1c1ccc(Br)cc1 (centres undefined),-33,124,1,4,7,-4,33,0.9,2.3,4
Cc1cc(C)c(C#N)c(SCc2ccc(F)cc2)n1,-11,98,1,-12,15,-4,11,0.9,1,11
Cc1cnc(CN2CCc3c([nH]c4ccccc34)C2CC(C)C)[nH]1 (centres undefined),0,95,1,8,7,2,0,0.9,0.93,10
O=C1CS/C(=N/N=C/c2ccc(OS(=O)(=O)c3ccccc3)cc2)N1,-9,103,1,-9,8,0,9,0.9,1.1,-4
COc1ccc([N+](=O)[O-])cc1-n1cccc1,-5,96,1.1,-24,10,-6,5,0.9,1.1,0
O=C(c1cc(-c2ccncc2)nc2ccccc12)N1CCN(S(=O)(=O)/C=C/c2ccccc2)CC1,-8,98,1,10,0,-3,8,1,0.41,6
COc1ccc(CCNC(=O)C2CC(=O)N(c3ccc(Br)cc3)C2)cc1OC (centres undefined),-23,96,1.1,-12,4,-10,23,1,1,10
CN(c1ccc(C(=O)N2CCc3ccccc3C2)cc1)S(C)(=O)=O,-13,98,0.8,-7,8,19,13,0.9,1.5,7
Cc1ccc(C(C(=O)NC2CCCCC2)N(C(=O)Cc2c[nH]c3ccccc23)c2ccccc2C)o1 (centres undefined),-7,103,1,-2,4,-4,7,1,0.96,6
C=CCc1ccccc1OCC(=O)N/N=C/c1ccccc1OCC,4,102,1,10,18,2,-4,0.8,1.1,-3
Cc1ccc(N2CCN(S(=O)(=O)N3CCCCC3)CC2)cc1Cl,-13,103,1,-4,11,-2,13,0.9,0.98,0
FC(F)(F)c1cccc(N2CCN(CC3CC4C=CC3C4)CC2)c1 (centres undefined),-7,91,1,-13,3,1,7,1,1.2,12
Cc1ccccc1C(=O)OCn1nnc2ccccc2c1=O,0,97,1,-7,18,0,1,0.8,0.96,-8
COc1ccc(-n2c(SCC(=O)Nc3ccc4c(c3)OCO4)nc3c(c2=O)SCC3)cc1,-8,102,1,-1,25,0,9,0.8,0.62,14
C/C(CC(=O)Nc1ccccn1)=N\NC(=O)Cc1cccc2ccccc12,-15,101,1.1,3,14,-6,15,0.9,1.2,-18
Cc1cccc(C)c1NC(=O)CSc1nnc(C)n1-c1ccccc1,-16,104,1,0,-6,0,16,1.1,1.7,8
CC[C@H](C)[C@H](NC(N)=O)C(=O)Nc1ccc(OC)c(Cl)c1,-2,107,1,8,13,-4,2,0.9,0.93,12
CC(=O)Nc1ccc(NC(=O)CSc2ccc(C(F)(F)F)cc2[N+](=O)[O-])cc1,-4,98,1.1,1,4,-6,5,1,0.88,0
COc1ccc(OC)c(C(c2nnnn2C2CCCC2)N2CCc3ccccc3C2)c1 (centres undefined),7,93,1,-7,23,-1,-7,0.8,0.67,3
C=C(C)C1(O)OC(=O)C=C1OC (centres undefined),8,96,1,7,11,-3,-8,0.9,1.1,15
Cc1nn(CC(=O)NCc2ccc(Cl)cc2)c(C)c1[N+](=O)[O-],22,111,1,-6,-5,-2,-22,1,1.3,8
O=C(COC(=O)c1n[nH]c2ccccc12)NC(=O)NC12CC3CC(CC(C3)C1)C2,0,108,1,1,10,-1,0,0.9,1,10
Cc1cc(-n2c(SCC(=O)NCc3cccs3)nc3n[nH]c(C)c3c2=N)ccc1Cl,2,100,1.1,-7,4,-7,-2,1,0.47,15
CCOc1cc(N2CCOCC2)c(OCC)cc1NC(=O)COc1ccc2ccc(=O)oc2c1,1,95,1.1,-15,11,-7,-1,0.9,0.85,-22
COc1ccc(-n2cc(CNCCc3nc(C)cc(C)n3)c(-c3ccccc3Cl)n2)cc1,-7,97,1,-2,nt,4,7,nt,1.2,17
O=c1n(Cc2ccccc2)c2cc(Cl)cnc2n1Cc1ccccc1,-7,98,1,-6,15,0,7,0.9,1.1,16
Cc1ccc(N2CCN(C(=O)c3ccccc3NC(=O)c3ccccc3C(=O)O)CC2)cc1,-23,117,1,-15,11,-4,23,0.9,1,-2
Cc1cc(C(=O)COC(=O)c2ccc3c(c2)NC(=O)CS3)c(C)n1CCc1ccc(Cl)cc1,20,98,1,15,4,3,-20,1,0.95,22
CCc1cc2cc(C)c(C)cc2nc1SCC(=O)Nc1cc(C)on1,-3,104,1,-2,21,0,3,0.8,1.2,11
COCCNc1nnc(SCC(=O)Nc2cc(-c3ccccc3)nn2-c2ccccc2)s1,-12,100,1,-5,3,-2,12,1,0.98,-13
CS(=O)(=O)N(CC(=O)Nc1ccc(S(=O)(=O)N2CCCC2)cc1)c1ccccc1F,11,109,1,-11,4,-3,-11,1,0.99,4
COc1ccc(Cl)cc1C(=O)NNC(=O)CSc1nnc2ccccn12,-11,106,1,-3,10,-5,11,0.9,1.1,0
COc1ccc(CCC(=O)N2CCCSC2=Nc2ccc(C(C)=O)cc2)cc1,11,103,1,-17,8,4,-11,0.9,1.1,27
Cc1cc(C(=O)OCC(=O)Nc2ccc(S(=O)(=O)N3CCOCC3)cc2)c(C)o1,7,97,1,9,19,-4,-7,0.8,0.91,2
CCN(Cc1ccccc1)S(=O)(=O)c1ccc(C(=O)Nc2nnc(C3CC3)o2)cc1,-6,nt,1,nt,22,1,6,0.8,1.1,19
Oc1c(Cl)cc(Cl)cc1/C=C/c1ccc2cccc(O)c2n1,-4,99,1,34*,0,-3,4,1,1.3,0
COc1cc(CNCc2ccc(SC)cc2)cc(OC)c1,11,95,1.1,-3,11,-11,-11,0.9,1.1,1
N#Cc1ccc(NC(=O)CCc2nc3ccccc3s2)cc1,-11,104,1.1,-11,16,-7,11,0.8,1.1,19
Cc1ccccc1Oc1ccccc1N,-6,99,1.1,-3,2,-7,6,1,0.91,8
CC(C)NC(=O)NS(=O)(=O)c1cnccc1N1CCCCC1,8,97,1,4,6,0,-8,0.9,1.2,-6
CCN=C(Nc1cccc(F)c1)SC1CC(=O)N(c2ccc(OC)cc2)C1=O (centres undefined),2,102,1,-11,16,-4,-2,0.8,0.91,7
Cc1ccc(-n2nnnc2SCC(=O)Nc2cccc(NC(=O)c3ccco3)c2)cc1C,9,96,1,-2,22,-1,-9,0.8,0.83,3
O=C(CCNS(=O)(=O)c1ccc(Br)cc1)NCc1cccs1,-6,104,1,2,-2,-2,6,1,0.87,2
Cc1c(N2C(=O)CSC23C(=O)Nc2ccccc23)c(=O)n(-c2ccccc2)n1C (centres undefined),-13,102,1,2,18,-4,13,0.8,1.1,5
Cc1c(C)c2ccc(OS(C)(=O)=O)cc2oc1=O,8,102,0.9,-4,8,7,-8,0.9,0.96,21
CN1CCN(C(=O)c2ccc(N(Cc3ccc(Cl)cc3)S(C)(=O)=O)cc2)CC1,-19,102,1.1,-3,7,-7,19,0.9,0.93,6
